Screening results (PubChem BioAssay)
D1 agonist = activates the human D1 dopamine receptor. P21728. AID 504660. HEK293 T-REx D1 cells, calcium flux, agonist mode. activation, % at 2 µM. actives 1% (n = 360,000); further: 0% is about no effect
Target sequence (P21728 whole entry, looked up): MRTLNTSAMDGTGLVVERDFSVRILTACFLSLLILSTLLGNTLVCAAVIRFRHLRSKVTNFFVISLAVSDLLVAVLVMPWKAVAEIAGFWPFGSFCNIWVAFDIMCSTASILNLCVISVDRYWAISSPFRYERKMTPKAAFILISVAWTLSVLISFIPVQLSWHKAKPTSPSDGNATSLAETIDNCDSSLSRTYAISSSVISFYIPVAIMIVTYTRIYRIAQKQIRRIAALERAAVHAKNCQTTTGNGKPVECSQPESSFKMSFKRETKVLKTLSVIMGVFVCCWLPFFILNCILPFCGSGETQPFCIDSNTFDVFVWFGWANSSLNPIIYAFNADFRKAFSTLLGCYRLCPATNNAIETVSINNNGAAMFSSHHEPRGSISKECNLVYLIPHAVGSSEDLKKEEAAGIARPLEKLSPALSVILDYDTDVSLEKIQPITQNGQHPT
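Tetracycline-induced HEK293 TREx D1 cells, force-coupled to calcium signalling, were dye-loaded with a no-wash calcium kit. Compound was pin-added after a 10 s baseline. Fluorescence was read kinetically at 1 cycle/s for 180 s, with calcium rises flagged as agonism.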
TRHR enhancer = allosteric enhancers of human TRH receptor. P34981. TRHR cells, fluo-8 calcium fluorescence, EC20 TRH enhancement. enhancement, % at 2 µM. actives 0.66% (n = 360,000). AID 493056; in the data active means enhancement above about 30%; further: 0% is about no effect
Target sequence (P34981 whole entry, looked up): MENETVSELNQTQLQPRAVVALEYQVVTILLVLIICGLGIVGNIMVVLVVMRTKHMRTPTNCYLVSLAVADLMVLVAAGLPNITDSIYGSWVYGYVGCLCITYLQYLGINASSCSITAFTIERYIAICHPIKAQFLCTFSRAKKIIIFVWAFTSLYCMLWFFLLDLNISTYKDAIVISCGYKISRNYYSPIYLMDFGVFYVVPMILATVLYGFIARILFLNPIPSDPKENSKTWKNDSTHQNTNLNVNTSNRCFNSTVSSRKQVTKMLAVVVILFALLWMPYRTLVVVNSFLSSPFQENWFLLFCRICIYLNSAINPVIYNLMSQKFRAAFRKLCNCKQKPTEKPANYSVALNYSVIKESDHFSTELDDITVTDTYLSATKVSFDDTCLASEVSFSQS
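TRHR-expressing cells loaded with fluo-8 calcium dye were read kinetically (ex 480/em 530) during compound addition, then stimulated with an EC20 of TRH (10 nM final). Enhancement of the Gq-mediated intracellular calcium response was scored.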
D2 potentiator = D2 dopamine receptor (human) potentiation; potentiation, % at 10 µM; P14416; HEK293 T-REx D2, calcium flux, EC20 dopamine potentiation; actives 0.34% (n = 340,000);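 active means potentiation over 3 SD above the plate norm, cut at about 30% in these data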; further: 0% is about no effect
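Using a no-wash calcium dye in inducible, force-coupled HEK293 Trex cells expressing D2, we tracked fluorescence each second for 180 s after compound, then for 180 s after EC20 dopamine to detect augmented signalling.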
D1 antag = human D1 dopamine receptor antagonism | HEK293 TREx D1 cells, calcium flux, dopamine EC80; hits give low values | actives 3.2% (n = 360,000) | activity change, negative = inhibition, % at 10 µM | P21728; in the data active means activity change below about -30%; further: on the % scale 0 is the no-effect control and ±100 the full control effect
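HEK293 T-REx cells expressing inducible, force-coupled D1 receptor; no-wash Ca dye, 30–90 min RT. Cmpd → 180 s read at 1 Hz → EC80 DA → 180 s read.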
D2 antag = antagonizes the human D2 dopamine receptor; P14416; actives 2% (n = 340,000); HEK293 TREx D2 cells, calcium flux, dopamine EC80; AID 485344; inhibition, % at 10 µM; in the data active means inhibition above about 30%; further: 0% is about no effect
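In this primary screen, negative modulation is detected by tracking calcium flux after an EC80 dopamine challenge in inducible HEK293 T-REx D2 cells preexposed to test compound for 180 s.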
RXFP1 antag = antagonists of human relaxin receptor RXFP1; Q9HBX9; HEK293-RXFP1, relaxin-stimulated cAMP HTRF, 30 min; hits give low values; activity change, negative = inhibition, % at 57.5 µM; actives 0.59% (n = 350,000);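 active means activity change of -60% or lower, but not beyond a set lower limit; inconclusive means change between -60% and -40%, or beyond the set limit; inactive means change above -40%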; further: on the % scale 0 is the no-effect control and ±100 the full control effect
D2 agonist = activates the human D2 dopamine receptor. P14416. HEK293 T-REx D2 cells, calcium flux agonist mode. activation, % at 2 µM. actives 0.53% (n = 340,000);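 active means activation over 3 SD above normal in the single-dose calcium agonist read, cut at about 30% in these data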; further: 0% is about no effect
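Tetracycline-induced HEK293 T-REx cells with force-coupled D2 receptor, plated overnight at 30 C, loaded with no-wash calcium dye. After a 10 s baseline, compound was pin-added and calcium flux read kinetically for 180 s; calcium rises flagged agonists.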
D1 potentiator = potentiators of human D1 dopamine receptor; actives 0.036% (n = 360,000); potentiation, % at 10 µM; HEK293 TREx D1 cells, calcium flux, dopamine EC20 potentiation; in the data active means potentiation above about 30%; further: 0% is about no effect
TRHR agonist = activates the human TRH receptor; P34981; TRHR cells, calcium flux fluo-8, FDSS agonist mode; activation, % at 2 µM; actives 0.18% (n = 360,000); AID 493084; further: 0% is about no effect
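TRHR-expressing cells loaded with fluo-8 calcium dye; 23 nL library compound pin-transferred, kinetic FDSS fluorescence (Ex 480/Em 530) recorded about 180 s for agonist-induced calcium release, before a 10 nM TRH EC20 addition for potentiator mode.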
* = called active by the depositor; ? = inconclusive; nt = no result given. Unless noted, no stated cut-off is given here; in the data, active means activation above about 30%; inactive means the rest. Not a hit list; 7.1% or so of the library scored in one or more.

item	molecule	D1 agonist	TRHR enhancer	D2 potentiator	D1 antag	D2 antag	RXFP1 antag	D2 agonist	D1 potentiator	TRHR agonist
1	O=C(N=C1N=C2C=CC=CN2Cc2ccccc21)c1ccc(S(=O)(=O)N2CCCC2)cc1	2	-3	4	5	-17	-2	-0.1	1	-0.8
2	OCCC1CN(Cc2ccncc2)CCN1C1CCCC1 (centres undefined)	3	-6	-9	-36*	14	-3	-1.2	0	0.4
3	Cc1cc2cc(CNC(=O)c3ccc(S(=O)(=O)N4CCCC4)cc3)ccc2n1C	-1	4	2	3	-16	4	0.0	10	0.5
4	CC(=O)Nc1cccc(C(=O)OCc2ccc(C(=O)Oc3ccc(Cl)cc3)cc2)c1	9	3	11	-32*	-14	2	1.5	-7	2.9
5	COc1ccc(NC(=O)Cn2c(=O)n(Cc3ccccc3Cl)c(=O)c3cc(OC)c(OC)cc32)cc1OC	2	1	1	-5	nt	nt	-1.7	0	0.2
6	Cc1cc(C)cc(N(CC(=O)NC2CCCC2)C(=O)CCC(=O)Nc2nccs2)c1	6	-4	nt	-11	nt	7	nt	1	0.1
7	O=C(CC1C(=O)NCCN1CCCc1ccccc1)NCCc1ccccc1Cl (centres undefined)	7	-4	-6	16	4	-2	8.3	7	0.0
8	CCCCNC(=O)C12CCC(C)(C(=O)C1Br)C2(C)C (centres undefined)	4	-5	nt	-21	nt	-3	nt	-10	-0.8
9	COc1ccc(N(CC(=O)NCc2ccc(Cl)cc2)S(=O)(=O)c2ccccc2[N+](=O)[O-])c(OC)c1	11	4	-5	27	-10	-15	1.2	3	3.5
10	Nc1ccc2oc(-c3cccc(Br)c3)nc2c1	-1	-1	-4	-4	-9	4	0.8	-6	-0.6
11	CN1CCN(S(=O)(=O)c2cccc(C(=O)Nc3sc4c(c3-c3nc5ccccc5[nH]3)CCCC4)c2)CC1	4	25	12	-7	nt	-9	nt	0	0.2
12	CCc1ccc(C(C(=O)NC2CCCCC2)N(C(=O)c2csnn2)C2CC2)cc1 (centres undefined)	0	-1	3	-14	4	-2	0.0	nt	-0.3
13	Cc1ccc(SCC(=O)OCC(=O)N(CC(C)C)c2c(N)n(Cc3ccccc3)c(=O)[nH]c2=O)c(C)c1	4	1	8	2	-9	-7	-0.9	-10	0.4
14	CCOC(=O)C1CCCN(C(=S)Nc2cc(C)cc(C)c2)C1 (centres undefined)	-4	1	-8	3	-13	-8	-0.3	-1	-0.7
15	NC(=O)c1ccsc1NC(=O)COC(=O)Cc1c[nH]c2ccccc12	14	3	0	-34*	-5	0	0.1	-10	0.4
16	Clc1c(Cl)c(Cl)c2n[nH]nc2c1Cl	14	-4	1	-29	38*	?	4.8	5	-1.1
17	Cc1ccc(C(=O)Nc2cccc(C(=O)NC3CCCC3)c2)cc1	0	1	3	-19	-7	-1	0.2	-4	1.2
18	Cc1ccccc1OCC(=O)N/N=C/c1ccc(N2CCOCC2)o1	1	1	-7	-4	-18	-16	0.5	-4	0.2
19	COc1cc(OC)c(C(=O)Nc2ccc(N(C)C)cc2)cc1OC	0	-5	20	8	-13	-2	0.4	1	0.1
20	CC(=O)c1ccc(NC(=O)CN2C(=O)NC(C)(c3ccc4c(c3)OCCO4)C2=O)cc1 (centres undefined)	11	6	11	24	-22	-3	2.4	nt	0.2
21	CCCc1c(C)nn(C(=O)/C(C#N)=N/Nc2ccccc2[N+](=O)[O-])c1C	0	-8	2	-3	4	-2	1.2	1	0.3
22	Cc1cc(C)cc(NC(=O)C(OC(=O)C2=COCCO2)c2ccccc2)c1 (centres undefined)	10	0	7	-10	5	2	-0.8	3	-0.7
23	CC1=Nc2cc(C(=O)NCc3ccco3)ccc2Sc2ccc(C)cc21	2	-4	18	9	-4	-12	-0.3	-9	-0.1
24	CCOc1ccc(-c2c(C(=O)N/N=C/c3ccncc3)nnn2-c2nonc2N)cc1	1	3	0	10	2	2	0.0	1	-0.3
25	COc1ccc(NC(=S)N(CCC(C)C)C2CCN(C(C)C)CC2)cc1Cl	8	14	-12	-10	-36	2	1.2	-6	1.7

Following part
item	molecule	D1 agonist	TRHR enhancer	D2 potentiator	D1 antag	D2 antag	RXFP1 antag	D2 agonist	D1 potentiator	TRHR agonist
26	COc1ccc(C(=O)NCc2cc3ccccc3n2C)cc1	0	3	-3	-21	21	-9	-1.2	-9	0.0
27	Cc1ccccc1CC1(CO)CCCN(C(=O)CCCN2CCCCC2=O)C1 (centres undefined)	1	-9	18	3	11	6	-0.1	-2	0.3
28	O=C(NCCCCCNC(=O)c1ccccn1)c1ccccn1	2	0	2	-11	-1	5	1.2	-3	3.1
29	CCOCCn1ccc2c(OCC(=O)Nc3cc(C)cc(C)c3)cccc2c1=O	1	-2	-1	nt	nt	nt	1.1	1	0.0
30	COc1cccc(NC(=O)Cn2c(=O)n(CCCC(=O)NCc3ccc4c(c3)OCO4)c(=O)c3ccccc32)c1	4	1	4	2	nt	nt	1.1	1	0.9
31	CCCN1C(=O)CSC1=Nc1ccccc1	0	-1	3	-1	5	0	0.6	-1	-0.7
32	N#Cc1ccc(OCC(=O)N/N=C2\CCc3ccccc32)cc1	-1	0	-9	-2	-2	5	-0.8	-1	-0.9
33	Nc1ccc2c(c1Cl)C(=O)c1ccc(N)c(Cl)c1C2=O	0	-3	-4	-5	14	2	1.4	-2	0.1
34	O=C(NC(Cc1ccccc1)C(=O)O)c1ccc(S(=O)(=O)N2CCCC2)cc1 (centres undefined)	4	9	-8	7	-7	-15	-1.3	-1	-1.3
35	Cc1ccc(O)c(-c2n[nH]c3c2C(c2ccccc2F)N(Cc2ccco2)C3=O)c1 (centres undefined)	0	-3	5	11	nt	-69*	-0.3	7	-0.5
36	CNC(=O)CSc1nnc(-c2cnccn2)n1C	1	-6	-4	-15	2	8	1.7	5	0.5
37	COc1ccc(CCNC(=O)c2c(O)nc3ccccn3c2=O)cc1	2	1	2	11	nt	nt	-0.6	1	-0.2
38	COc1cc2c(cc1NC(=O)c1cc(-c3ccccn3)nc3ccccc13)oc1ccccc12	1	-1	5	0	10	-3	1.1	-2	0.6
39	Cc1sc2ncnc(N3CCC(C(=O)NCC(=O)Nc4ccc(F)c(F)c4)CC3)c2c1C	7	-4	-15	-24	3	-36	-1.0	-3	-0.3
40	COc1cccc(CC2(CO)CCCN(Cc3ccc(CN4CCCCC4)s3)C2)c1 (centres undefined)	4	7	-18	-1	40*	-2	-0.5	-5	0.8
41	N/C(=N\OC(=O)c1ccc2ccccc2c1)c1ccncc1	1	1	-5	-1	2	-11	-0.5	0	0.1
42	CCOc1ccccc1N(C)C(=O)CCS(=O)(=O)c1ccc2c(c1)NC(=O)CO2	0	9	-2	5	-8	-37	-0.4	-1	-0.5
43	Cn1cccc1/C=N/N1CCN(Cc2cccc3ccccc23)CC1	3	5	-11	4	-13	-23	0.6	3	-0.2
44	CCC(=O)N(CCC1(C(C)C)CCOC(C)(C)C1)Cc1ccco1 (centres undefined)	1	1	1	-17	-18	-5	0.8	-3	-0.4
45	COc1ccccc1N1CCN(C(=O)Cn2c(=O)nc(-c3ccccc3)c3ccccc32)CC1	2	4	6	10	nt	-31	1.9	0	-0.4
46	Oc1c(Cl)cc(Cl)cc1C=Nc1ccccc1N1CCCC1	7	2	7	0	-21	nt	0.3	-4	1.4
47	COc1ccc(N(C)C(=O)c2oc(=O)c3ccccc3c2-c2ccccc2)c(OC)c1	3	-8	-7	8	1	1	-1.6	0	-1.0
48	CCC(=O)NC(=S)Nc1cccc(NC(=O)c2ccc(Cl)cc2Cl)c1	1	-2	15	-4	-10	-5	-0.2	-7	-1.5
49	Cc1cccc(N(C)S(=O)(=O)c2nnc(NC(=O)c3ccco3)s2)c1	2	4	-3	14	-4	8	0.3	-3	0.2
50	Cc1ccccc1NC(=S)N(CCN1CCOCC1)Cc1ccccc1F	5	-6	4	-17	-3	-3	-1.7	-1	0.1

The results go on.
item	molecule	D1 agonist	TRHR enhancer	D2 potentiator	D1 antag	D2 antag	RXFP1 antag	D2 agonist	D1 potentiator	TRHR agonist
51	CCOC(=O)C1=C(C)N(c2ccc(Cl)cc2)C(=O)NC1c1cccc([N+](=O)[O-])c1 (centres undefined)	0	-4	-8	1	2	-2	-1.5	1	-1.2
52	COc1ccc(C(=O)NC(=S)NNC(=O)c2cnccn2)cc1	2	1	25	-6	-6	-14	0.9	-2	-0.5
53	COc1ccc(C(C)=O)cc1COC(=O)CSC(C)C(=O)Nc1cc(C)on1 (centres undefined)	4	2	3	1	2	-4	0.2	4	0.5
54	O=C(Nc1ccccc1N1CCCCC1)c1ncoc1-c1ccc(F)cc1	-1	-3	23	26	nt	-2	nt	10	0.9
55	O=C(NCc1cccnc1)c1ccc(COc2cccc3ccccc23)o1	4	-3	-7	-18	12	-3	0.8	0	-0.1
56	Cc1ccc(C2N(c3ccccc3)C(=S)N3CCCN23)cc1 (centres undefined)	0	-2	2	4	-6	7	-0.2	-2	-0.8
57	Cc1cc(C(=O)N2CCCC(Nc3ccc(C(C)C)cc3)C2)nn1C (centres undefined)	0	0	3	5	1	-5	-0.8	-2	-0.6
58	COc1ccc(NC(=O)COc2cc(C)cc(C)c2)cc1S(=O)(=O)N1CCCCC1	9	-17	nt	-15	nt	7	nt	-1	0.7
59	CCC(Oc1ccccc1)C(=O)NC1CCSC1=O (centres undefined)	2	0	12	0	-7	1	-0.1	-1	0.0
60	COc1cc(NC(=S)NC2CC(C)(C)NC(C)(C)C2)cc(OC)c1	0	6	-4	4	-2	-19	-0.7	-3	0.0
61	CCCN(CCC)C(=O)CSc1nc2sc3c(c2c(=O)n1-c1ccccc1)CCN(C(C)=O)C3	-2	3	13	-5	nt	-6	0.5	0	-0.5
62	CS(=O)(=O)N(CC(=O)NCc1ccco1)c1ccc(OCc2ccccc2)cc1	17	5	-4	4	-22	-8	0.7	1	-0.7
63	Cn1cc(C(c2ccccn2)c2cn(C)c3ccccc23)c2ccccc21	3	4	5	2	0	-8	1.3	-1	0.1
64	Cc1cc(Cl)ccc1N=Cc1c(O)n(C)c(=O)n(C)c1=O	1	-2	-5	-1	9	nt	0.0	-1	-0.4
65	O=C(Nc1nnc(CCc2ccccc2)s1)c1ccccc1	8	6	0	8	-2	-3	-0.4	-6	1.1
66	COC(=O)c1ccc(/C=N/NC(=O)C(=O)N2CCCCCC2)cc1	0	7	0	0	8	-9	-0.1	-2	0.9

Quoted at random: 5 compounds from above
item	molecule	D1 agonist	TRHR enhancer	D2 potentiator	D1 antag	D2 antag	RXFP1 antag	D2 agonist	D1 potentiator	TRHR agonist
54	O=C(Nc1ccccc1N1CCCCC1)c1ncoc1-c1ccc(F)cc1	-1	-3	23	26	nt	-2	nt	10	0.9
17	Cc1ccc(C(=O)Nc2cccc(C(=O)NC3CCCC3)c2)cc1	0	1	3	-19	-7	-1	0.2	-4	1.2
41	N/C(=N\OC(=O)c1ccc2ccccc2c1)c1ccncc1	1	1	-5	-1	2	-11	-0.5	0	0.1
9	COc1ccc(N(CC(=O)NCc2ccc(Cl)cc2)S(=O)(=O)c2ccccc2[N+](=O)[O-])c(OC)c1	11	4	-5	27	-10	-15	1.2	3	3.5
52	COc1ccc(C(=O)NC(=S)NNC(=O)c2cnccn2)cc1	2	1	25	-6	-6	-14	0.9	-2	-0.5
